# Source: PubChem BioAssay
# FBW7 act = FBW7 E3 ligase activators, primary screen, biochemical, AlphaScreen, human; normalized activity (activation), % at 26.1 µM; AlphaScreen FBW7–phospho-cyclin E peptide binding, activator screen; 650,000 compounds, 0.13% hits; in the data active means normalized activity above about 1.9%;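 further: purified mutant Fbw7 with reduced substrate affinity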
# Target sequence (Q969H0 whole entry, looked up): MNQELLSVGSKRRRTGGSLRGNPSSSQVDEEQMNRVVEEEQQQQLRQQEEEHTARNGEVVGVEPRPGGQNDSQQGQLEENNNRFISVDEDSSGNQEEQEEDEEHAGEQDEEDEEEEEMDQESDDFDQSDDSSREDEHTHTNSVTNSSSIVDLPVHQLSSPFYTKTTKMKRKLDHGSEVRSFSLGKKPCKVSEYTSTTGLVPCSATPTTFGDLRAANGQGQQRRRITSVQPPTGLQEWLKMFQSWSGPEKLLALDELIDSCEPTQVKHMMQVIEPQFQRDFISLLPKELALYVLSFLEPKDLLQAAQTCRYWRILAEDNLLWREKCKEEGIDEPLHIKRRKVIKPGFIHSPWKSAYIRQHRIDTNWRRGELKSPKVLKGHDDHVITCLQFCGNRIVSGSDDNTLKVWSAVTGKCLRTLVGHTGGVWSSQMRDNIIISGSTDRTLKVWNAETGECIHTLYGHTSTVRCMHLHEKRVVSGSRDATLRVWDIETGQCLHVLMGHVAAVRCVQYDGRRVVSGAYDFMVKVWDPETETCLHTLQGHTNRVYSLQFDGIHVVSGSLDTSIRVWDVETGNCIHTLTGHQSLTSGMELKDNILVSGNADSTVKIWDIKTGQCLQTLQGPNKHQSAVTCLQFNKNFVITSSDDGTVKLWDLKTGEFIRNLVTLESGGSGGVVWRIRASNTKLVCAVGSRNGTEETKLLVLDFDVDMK
# MITF inh = MITF inhibitors, primary screen, biochemical, AlphaScreen, human | Microphthalmia-associated transcription factor (Homo sapiens), O75030 | AlphaScreen MITF homodimerization, bead proximity signal | inhibition, % at 2.6 µM | 650,000 compounds, 0.91% hits; in the data active means inhibition above about 50%;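 further: 0% = vehicle wells with protein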
# TEAD-YAP block = TEAD-YAP interaction inhibition, primary screen, TEAD-YAP interaction inhibitor project, luminescence, HEK-TIYL cells; inhibition, % at 9.12 µM; AID 1259422, 2018; 640,000 compounds, 1.4% hits; TEAD-Gal4/YAP UAS-luciferase luminescence; in the data active means inhibition above about 32%;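 further: 0% = median of test compound wells and 100% = reference inhibitor wells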
# GPR151 ag = activators of human GPR151, primary screen, cell-based, PathHunter beta-arrestin, luminescence. G-protein coupled receptor 151 (Homo sapiens), Q8TDV0. PathHunter beta-arrestin GPR151 cells. activation, % at 11.2 µM. 650,000 compounds, 1% hits; in the data active means activation above about 4.9%;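 further: 0% = median of compound wells and 100% = cells with positive control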
# * marks the source's active call; other numbers are inactive results. This is a random part of the collection. Share with any hit: about 3.5%.
Compound	FBW7 act	MITF inh	TEAD-YAP block	GPR151 ag
COc1ccc(C2CC(C(F)(F)F)n3ncc(C(=O)Nc4ccccc4SC)c3N2)cc1OC (stereo not drawn)	0.1	2.5	-7.7	0.3
CCOc1ccc(S(=O)(=O)N(CC)Cc2ccccc2)c2cccnc12	0.0	-7.7	-1.3	-0.5
CC1CC(C)CN(C(=O)CCC(=O)N2CC(C)Oc3ccccc32)C1 (stereo not drawn)	0.1	-6.1	-1.0	0.9
COc1cccc(/C=N/NC(=O)CC(=O)NCCc2ccc(OC)c(OC)c2)c1	-0.1	13.6	5.4	1.6
CCC(CO)NCc1ccc(OCC(=O)NC(C)c2ccccc2)c(OC)c1 (stereo not drawn)	-0.3	-0.1	3.6	6.0*
COc1ccc(C2=NN(C(=O)CSc3nnc(CNC(=O)c4ccccc4)n3-c3ccccc3)C(c3cccc(OC)c3OC)C2)cc1 (stereo not drawn)	0.7	16.4	1.0	0.9
CC(=O)NNC(=O)c1cccc(C)c1	0.6	16.4	2.0	-0.4
COc1cc(C2C(C(=O)Nc3cc(C)ccn3)=C(C)NC3=C2C(=O)CCC3)ccc1O (stereo not drawn)	-0.1	5.9	2.2	0.3
CN(C)/C=N/c1ncc(C(=O)c2sccc2Br)s1	-0.1	-2.0	-64.2	-4.0
O=C(c1ccc([N+](=O)[O-])cc1Cl)N1CCC(Cc2ccccc2)CC1	-0.2	14.0	2.4	-0.7
CCCC(=O)N(C)c1nnc(-c2ccc(F)cc2)s1	-0.1	8.7	-45.9	1.6
COC(=O)CN1C(=O)C2(C(C#N)=C(N)OC3=C2C(=O)CC(c2ccco2)C3)c2ccccc21 (stereo not drawn)	0.0	-1.2	4.4	-0.6
C=CCN1C(=O)NC(=O)/C(=C\c2ccc(N3CCCC3)cc2)C1=O	0.2	16.4	15.2	-1.2
CCCCC1(CCCC)C(=N)N(C)C(=O)NC1=O	0.6	14.3	8.9	-0.9
Cc1ccc(NC(=O)C2CCCN2S(=O)(=O)c2ccc3c(c2)CCC(=O)N3)cc1Cl (stereo not drawn)	-0.1	-2.8	-9.0	2.1
Cc1cc(C)cc(-n2c(C)cc(/C=C(\C#N)c3ccc(Br)cc3)c2C)c1	-0.1	5.3	-2.5	-0.2
CCN(C(=O)c1cccc(NC(=O)[C@H]2[C@@H]3C[C@@H]4[C@H]2C(=O)O[C@@H]4C3)c1)c1cccc(C)c1	0.1	6.2	-2.7	-1.2
CCN1CCN(C(=S)c2ccc(OC)c(OC)c2)CC1	-0.1	5.8	-6.2	-0.4
N#Cc1c(NC(=O)c2cc(-c3ccccc3O)on2)sc2c1CCC2	-0.2	-7.2	-18.9	-0.2
O=C(Nc1ccc2nc(SCC(=O)N3CCc4ccccc43)sc2c1)c1ccccc1C(=O)N1CCOCC1	-0.1	0.9	-4.4	-0.9
COc1ccccc1-c1nnc(SCC(N)=O)n1-c1ccc(Cl)cc1	0.0	1.7	8.3	0.3
COCc1cc(C)nc2sc(C(=O)Nc3ccc(C)c(Cl)c3)c(N)c12	0.1	-13.4	-8.8	1.1
Cc1ccc(CN(Cc2cccnc2)C(=S)Nc2cc(C)cc(C)c2)cc1	-0.5	-61.1	0.3	1.4
C=C1O[C@@](CO)(n2cnc3c(N)ncnc32)[C@H](O)[C@@H]1O	-0.1	-20.5	2.0	3.1
CC(c1ccc2c(c1)OCCO2)N(C)C(=O)CC1(c2cccc(F)c2)CC(=O)N(C)C1=O (stereo not drawn)	0.1	-1.0	-38.2	0.2
O=C(COC(=O)c1ccc2c(c1)C(=O)N(c1ccc(Cl)cc1)C2=O)c1ccc(Br)cc1	-0.1	-11.5	-6.3	-0.8
COc1cc(NC(=O)COc2ccc(Br)cc2)cc(OC)c1	0.0	3.8	7.2	1.6
Cc1ccc(C)c(NCC(O)CN2c3ccccc3Sc3ccccc32)c1 (stereo not drawn)	-0.1	73.4*	6.4	0.5
Cc1cc(C)c2nc3s/c(=C/c4cc(Br)c(O)c(Br)c4)c(=O)n3c2c1	-0.1	-4.5	0.1	-0.7
c1ccc(CN2CCC(Nc3nc(Nc4ccccn4)nc4c3ncn4C3CCCCC3)CC2)cc1	-0.2	-4.7	11.7	2.0

# An excerpt from above in order of molecular weight, lowest first.
Compound	FBW7 act	MITF inh	TEAD-YAP block	GPR151 ag
CC(=O)NNC(=O)c1cccc(C)c1	0.6	16.4	2.0	-0.4
COCc1cc(C)nc2sc(C(=O)Nc3ccc(C)c(Cl)c3)c(N)c12	0.1	-13.4	-8.8	1.1
CC(c1ccc2c(c1)OCCO2)N(C)C(=O)CC1(c2cccc(F)c2)CC(=O)N(C)C1=O (stereo not drawn)	0.1	-1.0	-38.2	0.2

# The results go on.
Compound	FBW7 act	MITF inh	TEAD-YAP block	GPR151 ag
Cc1cc2c(cc1C)NC(c1ccc(OC(F)(F)F)cc1)C1=C(CC(C)(C)CC1=O)N2 (stereo not drawn)	1.6	15.7	22.7	-1.7
CCN(CC)CCSc1nnc2c(n1)[nH]c1ccc(C)cc12	1.0	1.4	2.0	0.1
O=C1N[C@@H](CO)C(=O)N2CCN(C(=O)c3cccs3)C[C@H]12	0.0	0.9	-7.8	-0.1
C=CCSc1nc2ccccc2n1C(=O)c1ccc2c(c1)OCO2	0.2	13.3	-8.6	-0.9
Cc1ccccc1C(=O)Nc1cccc(NC(=O)c2cccc(Cl)c2Cl)c1	0.2	-4.7	9.8	0.8
NC1=NC(=O)/C(=C/c2ccc3c(c2)OCO3)S1	0.7	2.5	16.2	4.1
Cc1ccc(-c2nnn(CC(=O)Nc3ccccc3N3CCOCC3)n2)cc1	0.1	0.5	0.7	0.2
Cc1[nH]nc2c1C(c1ccoc1)C(C#N)=C(N)O2 (stereo not drawn)	-0.1	1.8	12.6	1.2
Cc1cc(NS(=O)(=O)c2ccc(-n3cccn3)cc2)ccc1Br	0.1	-2.5	5.5	0.3
NC(=O)NC1CC(=O)N(c2ccc3c(c2)OCCO3)C1 (stereo not drawn)	0.0	9.9	1.6	-1.3
CC(C)(C)NC(=O)C1CCCN(C(=O)Nc2ccc(Cl)cc2)C1 (stereo not drawn)	0.0	9.9	9.6	-0.2
O=C(Nc1cccc(Cl)c1Cl)c1cnc2n(c1=O)CCS2	0.0	7.5	-7.0	2.2
c1ccc(OCCSc2nc3ccccc3n2CCOc2ccccc2)cc1	-0.1	2.9	-3.1	1.0
O=C(CN1CCOCC1)Nc1ccc(-c2ccc(NC(=O)CN3CCOCC3)cc2)cc1	0.0	6.4	3.4	-0.5
COc1ccc(N(C(C)C(=O)NC2CCCC2)S(C)(=O)=O)cc1 (stereo not drawn)	0.1	-2.1	3.2	-0.2
CC(C)c1ccc(O)c(NC(=O)c2ccc3c(c2)OCCO3)c1	0.0	4.3	-45.5	0.2
CC(C)NC(=O)C1CCCN(c2c3c(nc4ncnn24)CCC3)C1 (stereo not drawn)	0.0	-21.7	-7.8	-0.4
COC(=O)c1c(NC(=O)C(C)(C)C)sc2c1CCC2	0.1	-0.2	-10.2	-0.9
O=C(CSc1cn(Cc2ccc(Cl)cc2)c2ccccc12)N1CCN(c2ccccc2)CC1	-0.2	13.4	-4.9	-0.6
CC(=O)c1ccc(NC(=O)CN2CCN(c3ncccn3)CC2)cc1	1.5	13.7	2.9	-1.6
CCc1nc2ccccc2c2nn(CC(=O)N3CC(C)CC(C)C3)c(=O)n12 (stereo not drawn)	0.0	-10.6	0.4	0.2
O=C(CCc1n[nH]c(=O)[nH]c1=O)N/N=C/c1ccc(Cl)cc1	-0.1	-12.1	-10.6	2.2
COc1ccccc1N1CCN(CC(=O)Nc2ccc3c(c2)CCC3)CC1	0.1	16.2	5.7	0.3
Cc1ccc(C)c(NC(=O)C(=O)NCC(c2ccc3c(c2)OCO3)N2CCN(C)CC2)c1 (stereo not drawn)	-0.2	2.3	-18.9	0.6
Cc1cc(SCC(=O)N2CCOCC2)nc(=O)[nH]1	-0.1	1.2	-6.4	1.1
NC(=O)C1CCN(C(=O)c2ccccc2F)CC1	0.2	15.6	6.2	2.5
Nc1cccc(-c2cnn3c(NCc4cccs4)ccnc23)c1	-0.4	-17.2	-22.1	-0.3
Cc1ccccc1-n1c(SCC(=O)Nc2ccc(C(N)=O)cc2)nnc1-c1ccncc1	-0.3	24.8	1.4	-2.8
CCCNC(=O)c1ccc2c(c1)nc(C)n2-c1ccc(CC)cc1	-0.1	-0.3	13.8	-0.7
CCC1CCCCN1S(=O)(=O)c1ccc(NC(=O)c2ccc([N+](=O)[O-])cc2)cc1 (stereo not drawn)	0.0	-2.7	-3.7	0.9
COc1ccc(-c2noc(NC3CCN(Cc4ccccc4)CC3)n2)cc1OC	0.0	7.3	-0.7	2.5
CCOc1cc(CO)cc(I)c1OCc1ccccc1C#N	-0.2	-14.3	-3.0	0.2
OCCCNc1nccn2c(-c3cccc4ccccc34)cnc12	0.5	-28.8	7.5	-0.4
O=C(NCCN1CCCC1)c1ccc2c(c1)NC(=O)c1ccccc1N2	-0.1	-7.7	-9.2	0.3
CCC(CC)C(=O)Nc1ccc(S(=O)(=O)NC(C)(C)C)cc1	0.0	14.1	12.4	-0.9
CC(=O)NC1C(=O)N=C(SCC(=O)Nc2cccc(C)c2)NC1=O (stereo not drawn)	-0.3	12.3	12.0	-0.9
CC(=O)N(C)c1nc(-c2ccc(F)cc2)cs1	0.0	4.0	-23.7	-0.6
CCN1CCN(C(c2cccs2)C(C)NC(=O)Cc2ccc(OC)c(OC)c2)CC1 (stereo not drawn)	-0.2	-7.9	-4.1	-1.4
COc1ccc(N2CCN(S(=O)(=O)CCNC(=O)c3ccccc3)CC2)cc1	-0.1	-11.7	1.2	0.8
CC(=O)c1ccc(NC(=O)c2cn3c4c(ccc(Cl)c4c2=O)OC(C)C3)cc1 (stereo not drawn)	-0.2	-9.2	3.1	1.1
Cc1cc(Oc2ccc(C(C)(C)C)cc2)nc(-c2ccccc2O)n1	-0.2	-0.8	1.6	-0.7
O=C(O)CC(O)(c1ccccc1)C(F)(F)F (stereo not drawn)	0.5	9.8	-0.1	-0.6
CC1Nc2ccccc2C(=O)N1NS(C)(=O)=O (stereo not drawn)	0.0	9.9	-1.6	0.7
OCC1CCN(C2CCCN(Cc3ccccc3OC(F)F)C2)CC1 (stereo not drawn)	0.2	6.3	0.7	-0.3
CCC(=O)N1CCc2cc(S(=O)(=O)N3CCN(c4cccc(OC)c4)CC3)ccc21	1.4	9.8	-8.1	-1.1
Cc1cccc(-n2ncc3c(=O)n(CC(=O)Nc4cccc5ccccc45)cnc32)c1C	0.9	10.3	2.5	-2.2
CCOC(=O)C(=O)Nc1c(C(=O)Nc2ccc(F)cc2)oc2ccccc12	1.4	14.0	4.2	-0.8
O=C1c2ccccc2-c2onc3c(N4CCCCCC4)cc(Nc4cccc(F)c4)c1c23	0.0	-0.5	-1.8	-0.9
N#CC1=C(N)N(c2ccc(Br)cc2)C2=C(C(=O)CCC2)C1c1ccc2c(c1)OCO2 (stereo not drawn)	-0.1	9.5	-4.5	0.1
COCCNC(=O)Cn1cc(C#N)c2ccccc21	-0.1	-8.7	-2.9	-0.9
O=C(NCc1nnc2n1CCN(C(=O)c1ccco1)CC2)c1ccccc1	0.1	13.8	-3.1	0.6
CCc1ccc(-n2c(-c3ccccc3)cn3c4c(=O)n(CCCO)c(=O)n(C)c4nc23)cc1	0.0	2.5	5.3	-0.9
CC(C)NC(=O)CCCCCn1nnc2ccccc2c1=O	0.0	-6.3	1.7	0.5
Cc1ccccc1N(C)S(=O)(=O)c1ccc2[nH]cc(C(=O)N3CCCCC3)c(=O)c2c1	-0.1	1.9	4.5	-0.5
CC(=O)Nc1nnc(CSCc2ccccc2)s1	-0.1	3.1	-13.6	-0.1
O=c1c2ccccc2nc(/C=C/c2ccc([N+](=O)[O-])cc2)n1CCO	-0.2	-8.8	4.2	-0.7
CN1CCC(NC(=S)Nc2cccc(F)c2)CC1	-0.1	-6.4	-4.1	1.0
CCc1ccccc1NC(=O)c1nn2c(c1Br)NC(c1ccc(Br)o1)CC2C(F)(F)F (stereo not drawn)	-0.1	19.4	0.6	0.7
COc1ccc(C2C3=C(Nc4ncnn42)c2ccccc2OC3)cc1 (stereo not drawn)	-0.1	13.0	-8.7	0.9
COc1cc(CN2CCN(Cc3ccccc3C)CC2CCO)cc(OC)c1 (stereo not drawn)	-0.1	-18.6	0.1	1.8

# (further entries)
Compound	FBW7 act	MITF inh	TEAD-YAP block	GPR151 ag
Cc1cccn2c(=O)c3cc(C(N)=S)c(=N)n(CCCN4CCOCC4)c3nc12	-0.1	18.8	7.9	1.8
CN(C)c1nc(CN2CCCCC2c2cccnc2)nc2ccccc12 (stereo not drawn)	-0.1	-12.7	0.5	-1.0
CCNc1cc(NCCNS(=O)(=O)N(C)C)nc(C)n1	-0.1	-0.3	-9.4	2.3
COc1ccc(C(=O)NCCN2CCOCC2)c(OC)c1	-0.1	53.5*	-0.4	-0.5
CCSc1nc2scc(C(F)(F)F)n2c(=O)c1C(=O)N1CCC2(CC1)OCCO2	-0.1	-0.9	10.4	0.1
COc1ccccc1OCC(=O)N1CCN(c2ccc(F)cc2)CC1	-0.1	2.7	-2.0	-0.9
